# OXTR potentiator: human OXTR potentiators, primary screen, fluorescence, CHO-OTR cells, Fluo-8 calcium; AID 2445, 2010; activation, % at 3 µM; Fluo-8 calcium fluorescence, potentiator mode; 0% = oxytocin EC15, 100% = EC100; 0.061% of 320,000 active;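 active means activation above that plate's cutoff, the mean activation of tested compounds plus 3 SD, cut at about 6.6% in these data, passing the limit was not always enough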;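 further: 100% uses oxytocin at 75 nM as the full agonist control; some results filed as inactive read as strong as hits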
#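 Dosing: Single dose, 3.0 µM nominal final compound concentration | Material: Human OTR in CHO cells | Technique: Kinetic Fluo-8 calcium fluorescence | Benchmarks: EC15 oxytocin alone as 0%, 75 nM oxytocin as 100% | Probe or stimulus: Oxytocin at about EC15, sub-maximal agonist stimulus | Incubation: Compound 6 min at room temperature before oxytocin, 100 s read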
# TAAR1 ag: human TAAR1 agonists, primary screen, Fluo-8 calcium fluorescence, CHO RD-HGA16 cells; activation, % at 3 µM; 0.99% of 360,000 active; vehicle wells 0%, saturating PEA agonist 100%; Trace amine-associated receptor 1 (Homo sapiens), Q96RJ0; AID 624467, 2012;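 active means activation above the mean activation of all test compounds in the run plus 3 SD, cut at about 38% in these data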
# Target sequence (Q96RJ0 whole entry, looked up): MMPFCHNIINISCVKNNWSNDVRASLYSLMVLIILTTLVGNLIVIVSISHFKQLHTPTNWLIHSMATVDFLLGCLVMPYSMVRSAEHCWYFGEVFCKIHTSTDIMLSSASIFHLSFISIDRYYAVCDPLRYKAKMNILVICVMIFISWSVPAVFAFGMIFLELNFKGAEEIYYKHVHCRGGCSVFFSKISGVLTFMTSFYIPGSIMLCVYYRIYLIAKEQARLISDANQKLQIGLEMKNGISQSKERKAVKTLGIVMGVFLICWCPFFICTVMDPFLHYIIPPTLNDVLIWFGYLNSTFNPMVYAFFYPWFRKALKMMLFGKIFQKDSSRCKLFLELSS
#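 Test system: RD-HGA16 (CHO) cells co-expressing Gα16 and hTAAR1 | Doses: Single dose, 3 µM | Schedule: 17-24 h seeding, 75 min 37 °C dye, 30 min RT | Evaluation: % activation from peak over basal fluorescence ratio, DMSO-to-PEA scaled | Technique: Kinetic Fluo-8 calcium fluorescence | Benchmarks: Low control DMSO, high control PEA (EC100)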
# TAAR1 antag: human TAAR1 antagonists, primary screen, Fluo-8 calcium fluorescence, CHO RD-HGA16 cells. Trace amine-associated receptor 1 (Homo sapiens), Q96RJ0. antagonist. inhibition, % at 3 µM. 1.5% of 360,000 active;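 active means inhibition above a per-plate cutoff, the mean inhibition of test compounds on that plate plus 3 SD, cut at about 49% in these data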;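 further: 0% = DMSO plus EC80 beta-PEA response and 100% = DMSO alone without agonist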
#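 Test system – hTAAR1-expressing CHO RD-HGA16 cells, Gα16-coupled · Also added – β-PEA at EC80 concentration, post-compound challenge · Compound – 3 µM, single point · Incubation – dye loading 75 min at 37 °C, then 30 min room temperature · Measured by – Fluo-8 intracellular calcium dye fluorescence, real-time kinetic reads · Benchmarks – vehicle and agonist controls · Replicates – singlicate, one well per test compound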
# M1 PAM parental: nonselective calcium activators in parental CHO-K1 cells, primary screen, counter-screen for M1 PAM project, cell-based, Fluo-8 calcium fluorescence, full deck, 1536-well; ATP EC20; 0% at ATP EC20, 100% at ATP max; activation, % at 3 µM; 0.02% of 360,000 active; AID 602247, 2012;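 active means activation above the run cutoff, the mean activation of all test compounds plus 3 SD, cut at about 40% in these data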;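 further: peak over basal fluorescence ratio in a 140 s read after ATP addition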
# CHRM1 agonist: human M1 muscarinic receptor agonists, primary screen, Fluo-8 calcium fluorescence, CHO-K1 cells, HTS; Muscarinic acetylcholine receptor M1 (Homo sapiens), P11229; CHO-K1 hM1, agonist mode; 0% DMSO, 100% acetylcholine EC100; activation, % at 3 µM; 0.33% of 360,000 active; AID 588814, 2011;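 active means activation above the run's mean compound activation plus 3 SD, cut at about 16% in these data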;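 further: peak over basal fluorescence ratio within a 140 s kinetic read after compound addition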
# Target sequence (P11229 whole entry, looked up): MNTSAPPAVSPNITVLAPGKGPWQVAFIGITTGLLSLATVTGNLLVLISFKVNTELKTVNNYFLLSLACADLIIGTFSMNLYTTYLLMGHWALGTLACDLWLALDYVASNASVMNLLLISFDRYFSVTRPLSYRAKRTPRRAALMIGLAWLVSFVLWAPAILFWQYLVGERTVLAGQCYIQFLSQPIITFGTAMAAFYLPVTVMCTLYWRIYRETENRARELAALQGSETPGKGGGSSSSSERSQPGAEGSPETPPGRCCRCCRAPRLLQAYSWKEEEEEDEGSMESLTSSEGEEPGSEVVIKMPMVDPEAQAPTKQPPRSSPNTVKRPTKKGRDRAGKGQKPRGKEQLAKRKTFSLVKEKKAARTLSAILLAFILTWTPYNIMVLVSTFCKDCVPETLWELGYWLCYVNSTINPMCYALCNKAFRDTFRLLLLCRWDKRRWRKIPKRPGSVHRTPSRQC
# CHO parental Ca: ATP-evoked calcium signal inhibitors, parental CHO, primary screen, counter-screen for OX1R antagonist project, cell-based, fluorescence, Fluo-8 calcium dye | parental CHO-K1, ATP-induced calcium, Fluo-8 fluorescence | inhibition, % at 5.6 µM | 0.63% of 330,000 active;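 active means inhibition above that plate's mean sample inhibition plus 3 SD, cut at about 26% in these data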;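 further: 0% = ATP-challenged DMSO wells and 100% = DMSO wells without ATP; some compounds past the cut are filed as inactive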
#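 Measured by: calcium-sensitive Fluo-8 fluorescence / Test system: CHO parental line / Controls: ATP-challenged DMSO wells low, unchallenged DMSO wells high / Measure: % inhibition / Compound: single nominal dose of 5.6 µM per compound / Replicates: single well per compound, no replicates / Reagent: ATP as calcium-mobilizing challenge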
# CHRM1 antagonist: human M1 muscarinic receptor antagonists, primary screen, CHO-K1 cells, Fluo-8 calcium fluorescence, 1536-well. Muscarinic acetylcholine receptor M1 (Homo sapiens), P11229. CHO-K1 hM1, ACh EC80 antagonist. inhibition, % at 3 µM. 1.3% of 360,000 active;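 active means percent inhibition above its own plate's cutoff, namely the mean of that plate's compound wells plus 3 SD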;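 further: peak over basal fluorescence ratio during 140 s after agonist addition; 0% = ACh EC80 plus DMSO and 100% = DMSO alone without agonist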
# CHO-K1 Ca ag: counter-screen for M1 agonists: effect in parental CHO-K1 cells; Fluo-8 calcium fluorescence; scaled to maximal ATP response, vehicle zero; activation, % at 3 µM; 0.48% of 360,000 active; AID 602248, 2012; in the data active means activation above about 15%;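 further: untransfected CHO-K1 host cells lacking M1 receptor as counterscreen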
# CHO-K1 Ca antag: M1 antagonist counterscreen hit in parental CHO-K1 cells; inhibition, % at 3 µM; 0.6% of 360,000 active; ATP-induced calcium, Fluo-8 fluorescence;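 active means inhibition above a per-plate cutoff, the plate's mean sample inhibition plus 3 SD, cut at about 24% in these data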;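 further: 0% = DMSO plus EC80 ATP and 100% = DMSO alone without ATP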
# An asterisk follows results filed as active; nt = no result given; & = joins results of further samples.
SMILES,OXTR potentiator,TAAR1 ag,TAAR1 antag,M1 PAM parental,CHRM1 agonist,CHO parental Ca,CHRM1 antagonist,CHO-K1 Ca ag,CHO-K1 Ca antag
CNc1cc(-c2cccc(OC)c2F)nc2ccnn12,nt,-2.4,-3.3,-16.0,-6.3,nt,13.2,-0.5,15.1
CN(CCCC(=O)NC1CC(C)(C)NC(C)(C)C1)S(=O)(=O)c1ccc([N+](=O)[O-])cc1,-0.2,6.9,2.1,11.4,-12.6,-10.8,0.0,0.7,-1.8
CCOc1ccc(NC(=O)C2CCCCN2S(=O)(=O)c2ccccc2)cc1 (stereo not drawn),0.3,7.3,16.7,15.1,-5.7,-3.6,-9.9,1.2,-3.3
c1ccc(-c2n[nH]c3c2CCC3)cc1,-10.6,6.9,-3.2,11.9,-4.3,-13.3,-3.4,-0.1,-3.5
COc1ccc(OC)c(S(=O)(=O)N(C)CC(=O)N2CCc3ccccc3C2)c1,-6.9,44.9*,13.2,1.5,-1.2,-29.0,-7.2,0.3,2.4
Cc1ccc(NC(=S)NC2CCCCC2)cc1S(=O)(=O)N(C)C,-7.2,5.7,8.4,9.3,-2.6,-15.5,0.9,11.0,-6.0
CC1CCN(S(=O)(=O)c2ccc(NC(=O)Cn3nnc(-c4ccccc4F)n3)cc2)CC1,-1.6,6.1,-8.3,19.0,0.7,-17.1,-3.7,0.6,-12.1
CC1(C(=O)NC2CCCCC2)CCC(=O)N1Cc1cccnc1 (stereo not drawn),-0.1,2.2,-22.1,7.6,-1.2,-3.5,-12.8,-0.4,-12.3
COc1ccc(C(=O)N2CCCC(CNC(=O)c3ccccc3Cl)C2)o1 (stereo not drawn),-4.4,0.2,0.0,-0.9,-2.1,-12.2,3.4,1.3,-2.4
COc1ccc2nc(Cl)c(C3CC(c4ccco4)=NN3C(=O)CCC(=O)O)cc2c1 (stereo not drawn),0.1,1.0,-14.1,20.8,-8.3,-9.6,1.5,0.7,-10.3
COc1ccccc1-n1c(SCC(=O)N2CCOCC2)nc(O)cc1=O,-2.0,0.1,3.3,1.2,-0.1,-3.6,-4.2,0.1,-1.9
CCn1cc(CN2CCCC(C(=O)Nc3cccc(-n4cccn4)c3)C2)c(C)n1 (stereo not drawn),8.2,0.8,-10.2,3.1,-6.7,-22.8,6.6,0.5,4.5
COc1ccc(-c2nnc(N(C)C(=O)C3CCCO3)s2)cc1 (stereo not drawn),3.6,7.5,-14.5,20.0,-3.3,-17.8,-1.1,0.6,-4.8
Cc1cc(NC(=O)COC(=O)C2CC(=O)N(c3ccc(Cl)cc3)C2)no1 (stereo not drawn),-1.8,-2.9,-2.0,-25.1,0.9,-4.2,3.3,0.0,11.4
O=C(CSc1ccc2nnc(CCNC(=O)c3ccccc3)n2n1)Nc1ccccc1,-6.0,1.8,-19.3,22.7,-2.4,-9.3,-17.8,1.3,-15.2
C[C@@H](O)C1NC(=O)[C@H](CCCCN)NC(=O)c2cc([N+](=O)[O-])cc(I)c2NCCC[C@@H](C(N)=O)NC1=O (stereo partly drawn),-9.4,7.8,1.7,11.8,-9.2,18.2,-2.5,0.4,-19.0
COc1ccc(C(=O)N2CCN(c3nc4cc(C)ccc4cc3C#N)CC2)c(OC)c1,-18.4,11.4,34.8,10.7,-0.8,-25.7,8.2,4.1,3.0
O=C(C[n+]1ccccc1)N1CCCc2ccccc21,-13.0,4.7,-10.3,10.9,-15.7,1.0,-5.9,-0.1,-8.9
N#CCC(=O)Nc1ccc(C(=O)OCC(=O)NC(=O)Nc2ccc3c(c2)OCCO3)cc1,-7.4,0.9,3.8,10.5,-7.9,4.0,23.2,1.0,-8.4
CN1CCN(S(=O)(=O)c2ccc(Cl)cc2)CC1,-0.9,0.9&0.6,-4.2&-1.9,-8.1&-2.4,-4.2&-5.0,-8.6,14.2&-6.9,0.3&0.2,-4.7&-2.0
Cc1oc(C(C)(C)C)cc1C(=O)Nc1cccc(/C=C/C(=O)O)c1,-0.3,6.5,-5.2,5.7,-5.3,-6.9,-22.9,-0.3,-4.7
COc1cc(/C=C/C(=O)OCC(=O)c2c(N)n(C)c(=O)n(C)c2=O)ccc1OC(F)F,-5.4,15.0,-7.6,17.4,-3.2,-7.2,-8.4,4.8,-9.5
Cc1cccc(NC(=O)CSc2ncnc3nc[nH]c23)c1,-7.3,18.4,8.7,-6.1,-2.0,-9.2,-6.8,0.7,2.1
CCc1cc(=O)oc2c(C)c(OC(C)C(=O)NCCCN3CCOCC3)ccc12 (stereo not drawn),-0.2,1.4,-2.1,20.7,-5.0,-23.3,-11.5,0.5,-15.3

# Copied from the results shown for reference:
SMILES,OXTR potentiator,TAAR1 ag,TAAR1 antag,M1 PAM parental,CHRM1 agonist,CHO parental Ca,CHRM1 antagonist,CHO-K1 Ca ag,CHO-K1 Ca antag
COc1ccc(-c2nnc(N(C)C(=O)C3CCCO3)s2)cc1 (stereo not drawn),3.6,7.5,-14.5,20.0,-3.3,-17.8,-1.1,0.6,-4.8
Cc1cc(NC(=O)COC(=O)C2CC(=O)N(c3ccc(Cl)cc3)C2)no1 (stereo not drawn),-1.8,-2.9,-2.0,-25.1,0.9,-4.2,3.3,0.0,11.4
O=C(CSc1ccc2nnc(CCNC(=O)c3ccccc3)n2n1)Nc1ccccc1,-6.0,1.8,-19.3,22.7,-2.4,-9.3,-17.8,1.3,-15.2
C[C@@H](O)C1NC(=O)[C@H](CCCCN)NC(=O)c2cc([N+](=O)[O-])cc(I)c2NCCC[C@@H](C(N)=O)NC1=O (stereo partly drawn),-9.4,7.8,1.7,11.8,-9.2,18.2,-2.5,0.4,-19.0
COc1ccc(C(=O)N2CCN(c3nc4cc(C)ccc4cc3C#N)CC2)c(OC)c1,-18.4,11.4,34.8,10.7,-0.8,-25.7,8.2,4.1,3.0
O=C(C[n+]1ccccc1)N1CCCc2ccccc21,-13.0,4.7,-10.3,10.9,-15.7,1.0,-5.9,-0.1,-8.9
N#CCC(=O)Nc1ccc(C(=O)OCC(=O)NC(=O)Nc2ccc3c(c2)OCCO3)cc1,-7.4,0.9,3.8,10.5,-7.9,4.0,23.2,1.0,-8.4

# Further structures follow.
SMILES,OXTR potentiator,TAAR1 ag,TAAR1 antag,M1 PAM parental,CHRM1 agonist,CHO parental Ca,CHRM1 antagonist,CHO-K1 Ca ag,CHO-K1 Ca antag
C=CCNC(=O)c1ccccc1NC(=O)c1ccccc1C,-14.1,8.8,7.7,13.6,-3.0,-27.9,-9.3,0.5,-10.7
COC(C[C@@H]1O[C@@H]1[C@@H](O)COCc1ccccc1)OC,nt,2.4,6.1,7.3,-2.3,nt,0.3,0.1,-1.4
COc1ccccc1NC(=O)CSc1nn2c(=O)c(C)nnc2s1,-5.3,0.0,-8.9,-17.2,-5.2,-5.5,-2.9,2.1,-0.4
CCC(C(=O)NC1CCCCC1)N(CC1CCCO1)C(=O)CNS(=O)(=O)c1ccc(OC)cc1 (stereo not drawn),nt,10.6,4.9,9.9,-4.7,nt,-4.0,-0.4,-9.3
CCOC(=O)Cc1csc(NC(=O)c2ccc(S(=O)(=O)N3CCCCC3)cc2)n1,-9.3,13.4,18.8,-9.3,2.0,-0.9,13.1,10.2,-3.1
Cc1csc(SCC(=O)Nc2ccc(S(=O)(=O)N3CCCC3)cc2)n1,-6.0,3.3,0.8,2.8,-10.6,-5.2,0.8,2.5,-10.4
CN(C)C(CNC(=S)Nc1ccc(F)cc1)c1cccnc1 (stereo not drawn),-3.5,3.9,2.5,-11.1,-8.7,1.8,-6.9,0.1,19.2
CCOc1c(C)cc(-c2ncccc2O)cc1C,4.2&-0.2,9.0&1.4,-0.7&-14.2,12.8&-2.4,-1.9&-1.5,-13.5&-20.8,-4.8&-8.0,0.7&1.1,-4.0&-3.7
CCOc1ccc(NC(=O)c2ccc(NC(=O)c3ccccc3Br)cc2)cc1,nt,3.0,2.9,-15.8,-2.6,nt,19.2,7.0,30.3*
CC1C/C(=N/N=C2/NC(=O)CS2)CC(C)(C)C1 (stereo not drawn),-11.1,7.0,-7.6,11.9,-4.2,-12.1,-36.6,0.6,-12.0
Cc1ccc(C)c(NC(=O)CN(C)C(=O)c2ccc(S(=O)(=O)N(C)c3ccccc3)cc2)c1,-8.0,4.9,-0.1,24.3,-4.5,-15.2,-11.4,6.4,-18.6
CCN(C(=O)Cn1nnc(-c2ccccc2)n1)C1CCS(=O)(=O)C1 (stereo not drawn),-0.6,4.9,-16.1,-17.1,-3.7,-1.1,-8.5,-0.1,10.8
COc1ccc(NC(=O)c2ccc(OC(=S)N(C)c3ccc(OC)cc3)cc2)cc1,-18.4,0.8,2.8,5.9,-1.8,-7.5,1.9,0.5,-11.9
CC12COC3(C(=O)N4CCN(c5ccccn5)CC4)CC1CCC32C (stereo not drawn),-5.7,0.3,-10.9,15.1,-1.4,-11.3,11.9,0.7,-11.4
O=C(COc1ncnc2sccc12)N1CCc2ccccc2C1,-5.0,7.8,-3.6,7.1,0.4,-4.2,-8.6,0.0,9.1
O=C(C(=S)N1CCOCC1)c1c[nH]c2ccccc12,-13.8,0.3,-24.4,0.2,-1.2,-1.9,-9.4,0.2,-12.6
O=C(OCc1nnc(-c2ccccc2Br)o1)c1ccco1,-4.5,12.7,2.2,-17.9,1.3,0.1,0.8,-0.2,7.0
Cc1ccc(S(=O)(=O)NC(=O)Nc2c(C)n(C)n(-c3ccccc3)c2=O)cc1,1.1,1.9,2.9,-2.9,-9.8,-3.2,-0.3,0.1,-12.7
CCNC(=S)N=Nc1c(O)[nH]c2ccc(C(C)C)cc12,-6.0,3.5,-7.3,23.8,-6.0,-44.6,-6.2,-0.4,-10.1
COc1cccc(/C=C2\CCCCC2=O)c1,2.5,-2.6,10.4,0.9,-0.2,6.1,-10.3,-0.6,0.8

# Source: PubChem BioAssay
